Bioassay records from PubChem BioAssay.
Rv3671c inh: Rv3671c serine protease inhibitors, primary screen, biochemical, fluorescence polarization, M. tuberculosis H37Rv; P9WHR9; inhibition, % at 5.96 µM; hit rate 0.048% among 320,000; in the data active = inhibition above about 38%;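 also: extracellular domain of Rv3671c used as enzyme; 0% = enzyme with DMSO and 100% = no enzyme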
Target sequence (P9WHR9 whole entry, looked up, the tested form may be a part): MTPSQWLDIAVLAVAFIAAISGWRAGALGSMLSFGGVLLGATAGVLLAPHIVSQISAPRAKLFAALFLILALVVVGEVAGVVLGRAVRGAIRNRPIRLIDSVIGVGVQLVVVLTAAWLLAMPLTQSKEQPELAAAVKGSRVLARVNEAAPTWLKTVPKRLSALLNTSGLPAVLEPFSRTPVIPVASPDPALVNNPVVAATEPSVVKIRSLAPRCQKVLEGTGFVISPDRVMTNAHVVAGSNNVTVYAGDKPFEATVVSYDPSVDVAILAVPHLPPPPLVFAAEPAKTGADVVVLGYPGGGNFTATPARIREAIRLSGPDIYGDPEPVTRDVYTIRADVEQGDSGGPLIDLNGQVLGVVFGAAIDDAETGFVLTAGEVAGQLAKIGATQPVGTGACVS
Mtb FBA inh: Mtb FBA enzyme inhibitors, primary screen, biochemical, fluorescence, strain H37Rv; AID 588726, 2011; inhibition, % at 1 µM; purified M. tuberculosis FBA, fluorescence read-out; Fructose-bisphosphate aldolase (Mycobacterium tuberculosis (strain ATCC 25618 / H37Rv)), …; hit rate 2.3% among 360,000; in the data active = inhibition above about 27%;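 also: 0% = vehicle and 100% = reference inhibitor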
UGM FP inh: M. tuberculosis UGM enzyme inhibitors, primary screen, biochemical, fluorescence polarization, single point. UDP-galactopyranose mutase (Mycobacterium tuberculosis (strain ATCC 25618 / H37Rv)), …. purified UGM, fluorescence polarization probe displacement. inhibition, % at 10 µM. hit rate 0.06% among 320,000. AID 504406, 2011; in the data active = inhibition above about 10%, passing the limit was not always enough
Target sequence (P9WIQ1 whole entry, looked up): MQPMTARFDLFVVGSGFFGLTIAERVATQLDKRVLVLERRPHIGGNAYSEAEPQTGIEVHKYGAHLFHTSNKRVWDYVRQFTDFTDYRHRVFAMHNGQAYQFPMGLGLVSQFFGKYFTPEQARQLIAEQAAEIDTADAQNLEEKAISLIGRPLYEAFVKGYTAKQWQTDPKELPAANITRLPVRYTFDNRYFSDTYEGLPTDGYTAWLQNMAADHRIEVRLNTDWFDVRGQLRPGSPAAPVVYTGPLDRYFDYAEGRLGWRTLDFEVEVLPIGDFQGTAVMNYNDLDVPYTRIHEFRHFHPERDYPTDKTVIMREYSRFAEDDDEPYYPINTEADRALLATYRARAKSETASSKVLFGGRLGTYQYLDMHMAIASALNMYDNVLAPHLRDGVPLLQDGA
Mtb BioA inh: M. tuberculosis BioA enzyme inhibitors, primary screen, biochemical, plate reader, single point, HTS | 7,8-diaminopelargonic acid synthase BioA (Mycobacterium tuberculosis) | purified M. tuberculosis BioA enzyme | inhibition, % at 9.99 µM | hit rate 0.096% among 360,000 | AID 602481, 2012; in the data active = inhibition above about 40%
PriA SSB inh: inhibitors of Klebsiella pneumoniae PriA binding to SSB C-terminal tail, primary screen, biochemical, AlphaScreen; PriA–SSB C-terminal tail interaction (Klebsiella pneumoniae); hit rate 0.6% among 430,000; AlphaScreen SSBct-PriA binding, biotinylated peptide; inhibition, % at 33 µM; in the data active = inhibition mostly above about 37%, no sharp cut-off; inactive = mostly below about 20%;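 also: plate controls were negative control peptide for no effect and reference peptide for full effect; strong numbers were not always called active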
GDH-TPI inh: GDH-TPI coupling enzyme inhibitors, primary screen, artefact control for M. tuberculosis FBA inhibitor project, biochemical, absorbance, full deck; GDH-TPI coupled enzyme counterscreen, NADH absorbance; inhibition, % at 4.8 µM; hit rate 1.2% among 360,000; AID 588335, 2011; in the data active = inhibition above about 30%;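 also: 0% = DMSO wells and 100% = wells lacking the enzyme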
DUSP3 inh: VHR1 phosphatase inhibitors, primary screen, biochemical, absorbance, uHTS; Dual specificity protein phosphatase 3 (Homo sapiens), P51452; recombinant VHR phosphatase, pNPP absorbance; inhibition, % at 13.3 µM; hit rate 0.52% among 290,000; in the data active = inhibition above about 50%; also: some compounds called inactive have numbers as strong as hits
SARS 3CLpro inh: SARS-CoV 3CLpro protease inhibitors, primary screen, biochemical, quenched FRET. recombinant SARS-CoV 3CLpro, quenched FRET peptide cleavage. inhibition, % at 6 µM. hit rate 0.14% among 290,000. AID 1706, 2009; in the data active = inhibition above about 12%
BH1578 lux ind: inducers of Vibrio cholerae quorum light production without autoinducers, primary screen, BH1578 luxS cqsA deficient, single point; hit rate 0.16% among 350,000; V. cholerae BH1578 lux reporter, luminescence, 6 h; activation, % at 18.7 µM; in the data active = activation mostly above about 9.7%, no sharp cut-off; also: not every result past the cut was called active; inactives centre near 0; reference of the scale not given here
MazF activator: activators of E. coli MazEF toxin-antitoxin RNase, primary screen, biochemical, fluorescence, uHTS. FAM/BHQ RNA-DNA oligo cleavage fluorescence, 5 h. activation, % at 20 µM. hit rate 0.32% among 350,000. AID 504720, 2011; in the data active = activation above about 50%
Target sequence (P0AE70 whole entry, looked up): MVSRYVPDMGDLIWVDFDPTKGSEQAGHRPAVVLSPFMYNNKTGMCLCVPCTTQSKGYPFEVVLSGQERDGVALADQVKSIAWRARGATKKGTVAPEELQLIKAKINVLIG
Numbers without * were called inactive; i = inactive; . = no result given; & = joins results of further samples. The list is partial; count on the stated rates, not on these rows.

SMILES	Rv3671c inh	Mtb FBA inh	UGM FP inh	Mtb BioA inh	PriA SSB inh	GDH-TPI inh	DUSP3 inh	SARS 3CLpro inh	BH1578 lux ind	MazF activator
O=C(NCCN1CCCC1)c1cccc(Cl)c1	-5	1	-1.4	-1.6	-12	-5	13	5	i	-2
CC(=O)Nc1sc2c(c1C(c1ccccc1)N1CCOCC1)CCCC2 (centres undefined)	1	4	0.3	1.4	6	-3	30	6	0.7	14
Cc1cc(C)n(C(=O)CNC(=O)c2ccccc2F)n1	5	0	-1.8	-0.7	-5	-3	4	0	-2.0	3
CN1CC(=O)N(CC(=O)Nc2ccc3c(c2)CCC3)C1=O	6	-8	4.1	-1.3	-2	0	18	4	36*	-13
O=C(COC(=O)CCOc1ccccc1)Nc1cc(S(=O)(=O)N2CCCCC2)ccc1Cl	-9	8	-0.6	-1.0	-10	12	.	.	i	2
O=C(CSCc1ccccc1Br)N/N=C/c1ccc(OCC(=O)N2CCCCC2)cc1	-9	2	-2.7	0.7	.	-1	0	0	0.6	0
O=C(c1cccs1)N1CCN(S(=O)(=O)c2cccc(Cl)c2Cl)CC1	.	1	.	.	-5	0	.	.	-0.5	2
CCCCn1c(NS(=O)(=O)c2ccc(C)cc2)c(C(=O)OCC)c2nc3ccccc3nc21	-151	16	-1.6	0.1	6	8	-14	-3	-0.3	-3
Cc1ccc(-c2nc(SCC(=O)Nc3cc(C)on3)c3c(=O)n(C)c(=O)n(C)c3n2)cc1	-5	3	1.3	0.1	-10	7	18	5	-0.3	-26
Cc1cc(C)c(NC(=O)C2CCN(C(=O)c3ccco3)CC2)c(C)c1	-3	2	3.2	-0.1	-6	-5	-8	5	0.5	13
CCCC(=O)Nc1ccc(C(=O)N/N=C/c2ccc([N+](=O)[O-])o2)cc1	2	-2	1.0	.	.	21	8	2	-0.3	0
O=C(Nc1ccc(Cl)cc1C(=O)N1CCCCC1)c1ccco1	-5	-5	0.9	-1.3	-8	-10	3	-2	-0.6	7
N/C(=N\OC(=O)c1csnn1)c1ccc(C(F)(F)F)cc1	3	1	-1.4	-2.0	i	-1	-23	2	i	9
O=C(c1cc2ccccc2s1)N1CCOCC1	9	3	1.2	.	-6	7	13	1	-0.4	7
COc1cccc(CC(NC(C)=O)C(=O)NC2CCN(c3nnnn3-c3ccccc3)CC2)c1 (centres undefined)	2	-4	-2.1	-0.9	-1	5	40	-2	-3.1	3
COc1ccc2ccc(OCC(=O)NCC3CCCO3)cc2c1 (centres undefined)	.	2	.	-1.2	-13	2	.	.	-0.3	-4
O=C(C1CCCN(c2ncnc3c2nc2n3CCCCC2)C1)N1CCCCC1 (centres undefined)	-1	1	0.5	-0.4	-8	-6	10	-3	i	4
CCOC(=O)c1ccc(NC(=O)c2c(N)n(C)c(=O)n(C)c2=O)cc1	3	4	0.1	1.5	-4	12	.	.	i	0
CNC[C@H]1Oc2c(NC(=O)C3CC3)cccc2C(=O)N([C@H](C)CO)C[C@@H]1C	3	6	-0.6	-2.1&-2.7	5	1	.	.	i	4
COc1ccc(N(CC(O)Cn2nnc3ccccc32)S(=O)(=O)c2ccc(C)cc2)cc1 (centres undefined)	-5	3	-0.6	0.5	-11	8	-10	-4	-1.7	3

In the list so far, these contain four or more nitrogen atoms:
SMILES	Rv3671c inh	Mtb FBA inh	UGM FP inh	Mtb BioA inh	PriA SSB inh	GDH-TPI inh	DUSP3 inh	SARS 3CLpro inh	BH1578 lux ind	MazF activator
CCCCn1c(NS(=O)(=O)c2ccc(C)cc2)c(C(=O)OCC)c2nc3ccccc3nc21	-151	16	-1.6	0.1	6	8	-14	-3	-0.3	-3
Cc1ccc(-c2nc(SCC(=O)Nc3cc(C)on3)c3c(=O)n(C)c(=O)n(C)c3n2)cc1	-5	3	1.3	0.1	-10	7	18	5	-0.3	-26
CCCC(=O)Nc1ccc(C(=O)N/N=C/c2ccc([N+](=O)[O-])o2)cc1	2	-2	1.0	.	.	21	8	2	-0.3	0
N/C(=N\OC(=O)c1csnn1)c1ccc(C(F)(F)F)cc1	3	1	-1.4	-2.0	i	-1	-23	2	i	9
COc1cccc(CC(NC(C)=O)C(=O)NC2CCN(c3nnnn3-c3ccccc3)CC2)c1 (centres undefined)	2	-4	-2.1	-0.9	-1	5	40	-2	-3.1	3
O=C(C1CCCN(c2ncnc3c2nc2n3CCCCC2)C1)N1CCCCC1 (centres undefined)	-1	1	0.5	-0.4	-8	-6	10	-3	i	4
CCOC(=O)c1ccc(NC(=O)c2c(N)n(C)c(=O)n(C)c2=O)cc1	3	4	0.1	1.5	-4	12	.	.	i	0
COc1ccc(N(CC(O)Cn2nnc3ccccc32)S(=O)(=O)c2ccc(C)cc2)cc1 (centres undefined)	-5	3	-0.6	0.5	-11	8	-10	-4	-1.7	3

Other results:
SMILES	Rv3671c inh	Mtb FBA inh	UGM FP inh	Mtb BioA inh	PriA SSB inh	GDH-TPI inh	DUSP3 inh	SARS 3CLpro inh	BH1578 lux ind	MazF activator
CCOc1ccccc1NC(=O)COC(=O)/C=C/c1cccs1	-3	0	2.8	-1.2	-19	14	.	.	0.4	6
COc1cccc(N2CCN(CC(=O)Nc3nnc(-c4ccccc4)s3)CC2)c1	-11	2	-0.2	-1.0	17	12	13	-1	-1.3	0
CC(C)(C)OC(=O)CNC(=O)c1[nH]cnc1C(=O)N[C@@H](Cc1ccccc1)C(=O)OCc1ccccc1	-25	0	1.6	-0.3	4	-1	32	3	0.7	-1
Cc1[nH]c2ccc(F)cc2c1CCN(Cc1cccnc1)C(=S)Nc1ccccc1	3	1	-1.3	.	11	0	4	-3	i	3
COCCN1C(=O)C(=O)/C(=C(/O)c2ccc(C)cc2)C1c1ccccn1 (centres undefined)	-2	-3	0.8	-2.5	.	9	16	0	-0.3	-11
N#C/C(C(=O)N1CCOCC1)=C1/SC(Cc2ccccc2Cl)C(=O)N1c1ccccc1 (centres undefined)	4	-1	0.0	.	-6	2	15	4	-1.5	-6
C=CC[C@@H](CC(=O)N(CCO)Cc1ccccc1)C(=O)N[C@H](COC(=O)[C@@H](CC=C)Cc1ccc(F)cc1)C(C)(C)C	2	2	0.1	-0.7	-2	1	.	.	0.8	-2
CCN(CC)c1ccc(/C=N/NC(=O)c2ccc(Br)o2)cc1	11	-2	-0.1	.	.	22	-5	2	-0.6	13
CCOc1ccc(OCC)c(NC(=O)C2CCCN2S(=O)(=O)c2cccc3cccnc23)c1 (centres undefined)	2	-1	-0.3	-1.1	4	5	17	1	-0.5	10
CC(=O)CCc1oc2ccc(C)cc2c1-c1ccc(C)o1	5	1	-0.7	.	25	-1	35	4	i	13
C/C(=N\NC(=O)NC1CCCCC1)c1ccc(OC(F)F)cc1OC(F)F	-2	0	-4.2	0.7	.	1	24	5	i	-5
CCO[C@H]1OC(C(=O)Nc2ccccc2)=C[C@@H](C2CC2)[C@@H]1CCCO	8	1	3.4	1.7	3	7	12	0	-0.5	4
CC1CCc2c(sc3ncnc(NCc4cccnc4)c23)C1 (centres undefined)	-7	0	0.5	.	-2	1	36	2	-0.5	1
COC(=O)c1cc([N+](=O)[O-])c(C)c(C)n1	.	-1	.	.	.	-4	.	.	i	6
CC(NC(=O)CCNC(=O)c1ccc(C(C)(C)C)cc1)c1ccccc1 (centres undefined)	5	-1	1.4	-1.5	-18	5	.	.	0.8	0
COCCN(C(=O)c1csnn1)C(C(=O)NC1CCCCC1)c1ccc(C)cc1 (centres undefined)	-3	-1	2.6	0.8	5	8	6	4	-3.8	5
CCOc1ccccc1-n1nnnc1SCC(=O)Nc1cc(C)on1	5	-2	0.6	0.1	-8	5	30	1	i	-4
C=CCn1c(SCc2ccc(C(=O)Nc3nccs3)cc2)nnc1-c1ccc(C)c(Cl)c1	-41	-11	-0.6	0.3	0	-1	27	6	-0.2	-1
CCCc1cc(=O)[nH]c(SCC(=O)NC(=O)c2ccccc2)n1	3	0	1.6	.	-14	5	16	-3	i	2
CN1CCc2c(sc(/N=C/c3c[nH]c4ccccc34)c2C#N)C1	0	10	3.7	5.4	.	8	-10	-5	-0.5	-63

Four compounds from above with just PriA SSB inh, Rv3671c inh and MazF activator.
| SMILES | PriA SSB inh | Rv3671c inh | MazF activator |
| --- | --- | --- | --- |
| CCCC(=O)Nc1ccc(C(=O)N/N=C/c2ccc([N+](=O)[O-])o2)cc1 | . | 2 | 0 |
| O=C(Nc1ccc(Cl)cc1C(=O)N1CCCCC1)c1ccco1 | -8 | -5 | 7 |
| N/C(=N\OC(=O)c1csnn1)c1ccc(C(F)(F)F)cc1 | i | 3 | 9 |
| O=C(c1cc2ccccc2s1)N1CCOCC1 | -6 | 9 | 7 |

New compounds follow.
SMILES	Rv3671c inh	Mtb FBA inh	UGM FP inh	Mtb BioA inh	PriA SSB inh	GDH-TPI inh	DUSP3 inh	SARS 3CLpro inh	BH1578 lux ind	MazF activator
CCCCCC[n+]1c(-c2ccc(Cl)cc2Cl)csc1Nc1ccccc1	6	3	-4.5	-0.7	-10	3	37	3	i	-2
Cc1cc2nsnc2c(S(=O)(=O)NCC(=O)O)c1C	-2	2	-4.5	-1.3	-2	17	7	-2	1.4	-2
COc1cccc(-c2nnc3sc(-c4ccco4)nn23)c1	-3	-1	-1.1	1.2	5	4	21	-3	-0.4	15
C=CCOc1cccn2c(N(C)C(=O)c3ccccc3F)c(CC)nc12	.	-3	.	-0.8	.	12	.	.	i	.
CCO[C@@H]1OC(C(=O)NCc2ccccc2)=C[C@H](C2CC2)[C@H]1CCCO	6	5	-0.2	-5.0	-9	14	21	-7	-0.6	9
CCOc1ccc(N(CC)C(=O)c2nn(-c3ccc(OC)cc3)c(=O)c3c2c2ccccc2n3C)cc1	-9	-2	-1.4	-3.2	-10	4	-15	-7	i	0
CCN(CC(=O)Nc1ccc(NC(C)=O)cc1)C(=O)C(c1ccccc1)c1ccccc1	-5	-4	0.0	.	-8	3	51*	1	-0.2	2
CN(CC(=O)Nc1cccc(F)c1)C(=O)c1cccc(S(=O)(=O)N2CCN(c3ccc(F)cc3)CC2)c1	.	0	.	-1.7	-1	3	.	.	-5.0	3
COC(=O)c1sccc1S(=O)(=O)NC(C)c1cnn(-c2ccc(OC)cc2)c1C (centres undefined)	4	-1	-2.6	-0.1	-3	4	11	5	-2.9	-2
O=C(CCC(=O)c1cccs1)Nc1ccc(F)c(F)c1F	-2	4	-1.4	1.2	-17	-5	6	8	i	3
CN=C1SC(CC(=O)Nc2ccc(N3CCOCC3)cc2)C(=O)N1C (centres undefined)	2	-1	0.5	-1.0	-10	-4	-5	-1	2.0	5
O=C(/C=C/c1ccccc1)Nc1cccc(C(=O)O)c1	2	4	2.2	.	-7	7	25	3	1.5	-1
CCn1c2ccccc2c2nnc(SCc3ccc(C(=O)OC)o3)nc21	-8	-3	0.9	18	-4	18	6	-2	-1.4	-3
Cn1cnnc1SCc1ccc(C(=O)N=Nc2c(O)n(C)c3ccccc23)cc1	-3	2	-3.9	-1.4	3	33*	6	-1	-0.4	11
CC(C)(C)C1=C(C#N)C(c2ccc3c(c2)OCO3)C(C#N)=C(N)O1 (centres undefined)	-10	1	0.4	2.1	-25	12	1	0	-8.3	5
